GDH-TPI inh – GDH-TPI coupling enzyme inhibitors, primary screen, artefact control for M. tuberculosis FBA inhibitor project, biochemical, absorbance, full deck. GDH-TPI coupled enzyme counterscreen, NADH absorbance. inhibition, % at 4.8 µM. 1.2% of 360,000 active. AID 588335, 2011; in the data active means inhibition above about 30%;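 further: 0% = DMSO wells and 100% = wells lacking the enzyme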
UGM FP inh – M. tuberculosis UGM enzyme inhibitors, primary screen, biochemical, fluorescence polarization, single point; UDP-galactopyranose mutase (Mycobacterium tuberculosis (strain ATCC 25618 / H37Rv)), …; purified UGM, fluorescence polarization probe displacement; inhibition, % at 10 µM; 0.06% of 320,000 active; in the data active means inhibition above about 10%, passing the limit was not always enough; inconclusive means no clear call, values can overlap the other calls
Target sequence (P9WIQ1 whole entry, looked up): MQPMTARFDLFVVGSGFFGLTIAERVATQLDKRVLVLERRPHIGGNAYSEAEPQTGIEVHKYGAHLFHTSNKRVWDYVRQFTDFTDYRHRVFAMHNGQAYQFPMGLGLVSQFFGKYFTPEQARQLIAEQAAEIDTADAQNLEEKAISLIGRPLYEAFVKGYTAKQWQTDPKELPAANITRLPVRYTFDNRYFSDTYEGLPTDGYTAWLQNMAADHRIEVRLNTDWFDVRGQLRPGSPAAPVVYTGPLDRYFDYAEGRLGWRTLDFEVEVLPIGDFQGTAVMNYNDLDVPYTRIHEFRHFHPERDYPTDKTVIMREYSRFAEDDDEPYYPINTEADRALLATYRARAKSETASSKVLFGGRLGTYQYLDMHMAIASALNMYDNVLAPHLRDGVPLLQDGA
Vc quorum ag – inducers of Vibrio cholerae quorum light production without autoinducers, primary screen, BH1578 luxS cqsA deficient, single point; activation, % at 18.7 µM; 0.16% of 350,000 active; V. cholerae BH1578 lux reporter, luminescence, 6 h; in the data active means activation mostly above about 9.7%, no sharp cut-off; inconclusive means no clear call, values can overlap the other calls; inactive means mostly below about 3.7%; further: not every result past the cut was called active; inactives centre near 0; reference of the scale not given here
FBA Mtb inh – Mtb FBA enzyme inhibitors, primary screen, biochemical, fluorescence, strain H37Rv; Fructose-bisphosphate aldolase (Mycobacterium tuberculosis (strain ATCC 25618 / H37Rv)), …; purified M. tuberculosis FBA, fluorescence read-out; inhibition, % at 1 µM; 2.3% of 360,000 active; AID 588726, 2011; in the data active means inhibition above about 27%;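 further: 0% = vehicle and 100% = reference inhibitor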
Target sequence (P9WQA3 whole entry, looked up): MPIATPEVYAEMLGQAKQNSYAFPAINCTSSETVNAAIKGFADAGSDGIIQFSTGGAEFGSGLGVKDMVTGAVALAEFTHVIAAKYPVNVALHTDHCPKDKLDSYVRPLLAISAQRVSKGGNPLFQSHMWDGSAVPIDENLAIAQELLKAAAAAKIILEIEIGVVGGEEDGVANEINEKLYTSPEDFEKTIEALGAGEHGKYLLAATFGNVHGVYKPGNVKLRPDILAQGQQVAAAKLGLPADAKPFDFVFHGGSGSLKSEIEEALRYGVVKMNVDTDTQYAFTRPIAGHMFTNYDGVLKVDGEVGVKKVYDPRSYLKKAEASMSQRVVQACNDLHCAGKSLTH
FadD28 FP inh – inhibitors of FadD28 bisubstrate probe binding, primary screen, biochemical, fluorescence polarization, single point; 0.22% of 360,000 active; inhibition, % at 12.5 µM; Mycobacterium tuberculosis FadD28 fatty-acid-AMP ligase; in the data active means inhibition above about 8.5%, passing the limit was not always enough; inconclusive means no clear call, values can overlap the other calls
PfHsp40 rescue – rescue of yeast from PfHsp40 toxicity, primary screen, S. cerevisiae, ATP luminescence; S. cerevisiae expressing PfHsp40, growth rescue; growth rescue, % at 12.5 µM; 0.68% of 340,000 active; AID 504582, 2011; in the data active means growth rescue above about 28%, passing the limit was not always enough; inconclusive means no clear call, values can overlap the other calls;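 further: yeast W303a lacking pdr1 and pdr3 grown in galactose medium; growth measured after three days at 30 °C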
Yp Topo-I inh – Yersinia pestis topoisomerase I inhibitors, primary screen, biochemical, cleavage product accumulation, plate reader, single point | Y. pestis Topo-I cleavage product accumulation | 0.064% of 360,000 active | DNA topoisomerase I (Yersinia pestis CO92) | activity, % at 10 µM | AID 504884, 2011; in the data active means activity above about 50%, passing the limit was not always enough; inconclusive means no clear call, values can overlap the other calls; further: inactives centre near 2
TcdB GH inh – TcdB glycohydrolase inhibitors, primary screen, biochemical, single point, plate reader | Toxin B (Clostridioides difficile), P18177 | TcdB glycohydrolase enzymatic assay | inhibition, % at 9.99 µM | 0.24% of 350,000 active | AID 652162, 2013; in the data active means inhibition above about 10%
BioA inh – M. tuberculosis BioA enzyme inhibitors, primary screen, biochemical, plate reader, single point, HTS; 7,8-diaminopelargonic acid synthase BioA (Mycobacterium tuberculosis); purified M. tuberculosis BioA enzyme; inhibition, % at 9.99 µM; 0.096% of 360,000 active; AID 602481, 2012; in the data active means inhibition above about 40%; inconclusive means no clear call, values can overlap the other calls
Starred values were filed as active, the others as inactive; i = inactive; u = inconclusive; x = no result given; & = joins results of further samples.

Sample of the layout, 2 compounds:
#	molecule	GDH-TPI inh	UGM FP inh	Vc quorum ag	FBA Mtb inh	FadD28 FP inh
1	Cc1ccc(O)c(CNc2cccc(C)n2)c1	0	x	-0.1	1	0.7
2	COCCN1C(=O)C(=O)/C(=C(/O)c2cccc(OC)c2)C1c1ccco1 (stereo not drawn)	35*	-0.9	-1.4	-3	-0.3

#	PfHsp40 rescue	Yp Topo-I inh	TcdB GH inh	BioA inh
1	0.2	6	0.9	-0.2
2	-1.2	4	x	-1.1

This part in full (from the top)
#	molecule	GDH-TPI inh	UGM FP inh	Vc quorum ag	FBA Mtb inh	FadD28 FP inh
1	Cc1ccc(O)c(CNc2cccc(C)n2)c1	0	x	-0.1	1	0.7
2	COCCN1C(=O)C(=O)/C(=C(/O)c2cccc(OC)c2)C1c1ccco1 (stereo not drawn)	35*	-0.9	-1.4	-3	-0.3
3	CCc1nc(SCC(=O)NNC(=O)c2ccc(C)cc2)c2ccccc2n1	16	-0.3	-2.2	3	-4.2
4	COc1ccc(/C=C/C(=O)NNc2c(F)c(F)cc(F)c2F)cc1OC	23	1.0	-12	21	-1.0
5	COc1ccc(S(=O)(=O)N2CCCCC2)cc1NC(=O)c1ccc(Cl)nc1	8	-3.3	-5.6	0	-1.3
6	CCOC(=O)c1c(NC(=O)COC(=O)c2cnccn2)sc(C)c1C	-6	1.7	-0.2	-1	-0.4
7	COc1ccc(CCNC(=O)C2CCC(=O)N2S(=O)(=O)c2ccc(C)cc2)cc1 (stereo not drawn)	-3	-0.6	i	0	-3.9
8	COc1ccc(N2CCN(C(=O)CSc3nnc(-c4cccnc4)n3-c3ccc(F)cc3)CC2)cc1	3	0.8	-0.3	3	-0.5

#	PfHsp40 rescue	Yp Topo-I inh	TcdB GH inh	BioA inh
1	0.2	6	0.9	-0.2
2	-1.2	4	x	-1.1
3	0.0	21	0.0	-0.5
4	1.0	-6	x	x
5	-1.7	6	1.6	25
6	-0.1	5	-0.1	0.5
7	-0.7	9	0.8	-1.3
8	0.2	27	x	2.3

(next part)
#	molecule	GDH-TPI inh	UGM FP inh	Vc quorum ag	FBA Mtb inh	FadD28 FP inh
9	CCc1ccccc1NC(=O)CC(=O)Nc1ccccc1CC	8	-0.6	i	0	-3.5
10	Cc1ccc(C)c(NC(=S)N(C2CCCCC2)C(C)c2cccnc2)c1 (stereo not drawn)	-2	-1.6	i	5	-2.4
11	CN(C)c1ccc(-c2csc(C(O)c3ccccc3)n2)cc1 (stereo not drawn)	-1	x	-0.6	-1	-1.8
12	CC(C)CC(=O)Nc1nnc(S(=O)(=O)N2c3ccccc3CC2C)s1 (stereo not drawn)	-6	-0.2	-0.2	4	-0.2
13	O=c1sc2ccccc2c(N2CCCCC2)c1[N+](=O)[O-]	1	2.4	-0.3	2	-1.3
14	COc1ccc(C(=O)Nc2ccccc2C(=O)O)cc1Cl	12	-1.4	-0.4	7	-6.7
15	Cc1ccc(-c2noc(CNc3ccccc3)n2)cc1	-1	-0.3	-6.0	-1	1.8
16	CCCOc1ccc(NC(=O)c2c(-c3ccccc3)noc2C)cc1	8	2.2	-0.4	4	0.0

#	PfHsp40 rescue	Yp Topo-I inh	TcdB GH inh	BioA inh
9	1.7	12	0.2	0.3
10	u	5	0.3	8.2
11	x	-5	1.7	-4.1
12	0.2	1	-0.1	0.2
13	1.6	4	-1.2	0.0
14	0.6	-11	10*	x
15	0.2	-5	x	-0.5
16	-1.1	5	1.0	0.4

Just GDH-TPI inh, TcdB GH inh and FBA Mtb inh (3 entries from above):
entry | compound | GDH-TPI inh | TcdB GH inh | FBA Mtb inh
9 | CCc1ccccc1NC(=O)CC(=O)Nc1ccccc1CC | 8 | 0.2 | 0
10 | Cc1ccc(C)c(NC(=S)N(C2CCCCC2)C(C)c2cccnc2)c1 (stereo not drawn) | -2 | 0.3 | 5
11 | CN(C)c1ccc(-c2csc(C(O)c3ccccc3)n2)cc1 (stereo not drawn) | -1 | 1.7 | -1

Following part.
#	molecule	GDH-TPI inh	UGM FP inh	Vc quorum ag	FBA Mtb inh	FadD28 FP inh
17	COc1ccc2ccc(OCC(=O)Nc3cc(C)on3)cc2c1	-8	-4.4	-1.6	1	-2.4
18	Nc1c(C(=O)NCCc2ccccc2)nnn1Cc1ccc(Cl)cc1	-3	4.9	-0.3	1	-8.1
19	O=S(=O)(CS(=O)(=O)c1ccc(Cl)cc1)c1ccc(Cl)cc1	4	-1.5	i	1	-1.1
20	CCCCSc1nc2c(cc1C#N)CCC2	0	-2.1	i	2	-2.6
21	O=C1NC(=O)N(c2ccc3c(c2)OCO3)C(=O)/C1=C\c1ccsc1	0	-3.1	1.2	0	0.6
22	Cc1ccc(S(=O)(=O)N(C)c2ccc(OC(=O)c3cccs3)cc2)cc1C	-2	0.4	i	-3	-3.7
23	CCc1cc(=O)[nH]c(SCc2cccc3ccccc23)n1	3	-0.9	i	3	-0.1
24	CCC(NC(=O)Cc1cccs1)c1ccccc1 (stereo not drawn)	15	-0.5	-0.2	3	0.0

#	PfHsp40 rescue	Yp Topo-I inh	TcdB GH inh	BioA inh
17	-0.2	4	-0.8	-0.8
18	1.1	13	x	-0.5
19	1.9	-3	0.4	-1.6
20	0.6	1	x	-0.4
21	x	-1	-1.3	-2.0
22	-0.7	28	-0.3	-1.1
23	4.4	6	x	0.3
24	-1.5	-8	0.2	0.4

(list continues)
#	molecule	GDH-TPI inh	UGM FP inh	Vc quorum ag	FBA Mtb inh	FadD28 FP inh
25	Cc1ccccc1-c1nnn(Cc2ccc(-c3nn[nH]n3)cc2)n1	-6	-0.4	i	-4	-6.5
26	NC(Cc1ccccc1)c1csc(Nc2ccc(C(=O)NCCCO)cn2)n1 (stereo not drawn)	20	x	3.0	-1	-6.8
27	Cc1cc(=O)[nH]c(N/N=C/C2=C(N3CCOCC3)C(=C\c3ccc(Cl)cc3)/CC2)n1	17	0.8	-0.4	-1	1.1
28	CC1CCN(c2ccc(-c3ccc(NC(=O)c4ccco4)cc3)nn2)CC1	10	-4.4	i	5	-1.0
29	COc1ccc(N2C(=O)C(CC(=O)Nc3ccc(Cl)cc3)N(NC(=O)c3cccc(F)c3)C2=S)cc1 (stereo not drawn)	8	-0.2	0.1	2	0.7
30	COc1ccc(Cl)cc1NS(=O)(=O)N1CCOCC1	-10	-0.6	-1.2	-1	-0.4
31	CN(CC(=O)Nc1ccccc1Cl)C(=O)CSc1nnc(-c2ccco2)o1	4	0.8	-0.3	-1	0.3
32	Cc1ccccc1NC(=O)CCC(=O)N/N=C/c1ccc(F)cc1	-10	-2.0	-1.6	0	0.2

#	PfHsp40 rescue	Yp Topo-I inh	TcdB GH inh	BioA inh
25	0.0	-11	-4.1	x
26	x	-3	1.9	-2.1
27	-0.5	0	-2.2	x
28	1.5	14	1.1	-1.8
29	0.8	-1	1.1	-1.4
30	-0.9	2	0.1	-0.3
31	0.2	6	1.4	0.6
32	-1.2	0	0.5	x

Other compounds:
#	molecule	GDH-TPI inh	UGM FP inh	Vc quorum ag	FBA Mtb inh	FadD28 FP inh
33	O=C(COC(=O)c1ccc(Br)o1)NCc1ccc(F)cc1	3	1.0	-2.0	1	-1.3
34	CC(C)[C@@H](C(=O)NC1CCCC1)N1C(=O)N2CCc3c([nH]c4ccccc34)[C@@]2(C)C1=O	9	1.0	-0.4	1	-4.8
35	CCNC(=O)CCc1nc(-c2ccc(C(C)(C)C)cc2)no1	10	-2.0	i	0	-2.2
36	CC(=O)N1c2ccc(F)c(F)c2C[C@H]1C	12	0.0	-0.6	3	1.0
37	C(/C=C/c1ccccn1)=C\c1ccccc1	26	-0.7	i	0	-0.5
38	COCC(=O)n1nc(-c2ccccc2)nc1NCc1cccs1	-1	x	-0.2	8	-2.5
39	COc1ccc(C(=O)CN2C(=O)c3ccccc3S2(=O)=O)cc1	-6	-2.0	-0.9	0	-1.0
40	N#CCCN(Cc1cccs1)C(=O)Nc1ccc(F)cc1	-3	-1.9	-0.7	-2	-4.5

#	PfHsp40 rescue	Yp Topo-I inh	TcdB GH inh	BioA inh
33	-0.3	-1	1.1	-0.4
34	0.5	21	-0.6	0.6
35	0.9	7	x	0.1
36	0.8	3	0.2	-0.2
37	-0.1	1	-0.4	x
38	-0.2	-4	0.3	x
39	x	-3	0.5	0.3
40	0.3	2	-1.0	-0.9

(cont.)
#	molecule	GDH-TPI inh	UGM FP inh	Vc quorum ag	FBA Mtb inh	FadD28 FP inh
41	Cn1ccc(C(=O)N/N=C/c2ccccc2[N+](=O)[O-])n1	13	0.9	i	-1	-3.3
42	C/C(CC(=O)NCC(C)C)=N\NC(=O)COc1cc(C)c(Br)cc1Br	7	-2.4	-0.3	1	-0.6
43	CN1CCN(CCCNC(=O)c2cn(C)c3ccc(S(=O)(=O)N(C)C)cc3c2=O)CC1	9	-1.5	-0.4	-3	-3.8
44	COc1ccc(/C=C/C(=O)O)cc1COc1ccccc1C	5	-0.8	0.2	0	-7.8
45	O=C(Cc1cccs1)Nc1cccc(-c2nc3ccccc3o2)c1	2	-2.2	i	3	-0.8
46	Cc1cc(C(=O)N/N=C/c2ccc(Cl)c([N+](=O)[O-])c2)c(C)n1-c1ccc(F)cc1	8	-0.1	-0.2	0	-4.3
47	Cc1nnc(SCC(=O)NNC(=O)c2ccco2)s1	-2	-1.9	i	-1	1.6
48	Cc1cc(=O)[nH]c2ccc(S(=O)(=O)NC3CCCCC3)cc12	1	-2.2	-0.4	1	-0.5

#	PfHsp40 rescue	Yp Topo-I inh	TcdB GH inh	BioA inh
41	0.1	8	0.6	x
42	-0.8	-7	x	x
43	-0.9	-1	-1.4	3.0
44	1.6	0	x	x
45	-0.5	9	x	0.5
46	-1.1	-11	0.5	x
47	1.4	-6	0.3	-2.4
48	0.4	2	3.7	-0.5

(cont.)
#	molecule	GDH-TPI inh	UGM FP inh	Vc quorum ag	FBA Mtb inh	FadD28 FP inh
49	C/C(=N/NC(=O)C1COc2ccccc2O1)c1ccc(Br)s1 (stereo not drawn)	8	-0.9	-0.4	4	-1.1
50	Cc1ccsc1C(=O)OC(C)C(=O)Nc1ccc(Cl)cn1 (stereo not drawn)	9	-1.2	i	4	-3.4
51	Cc1cc(C)n(Cc2cccc(F)c2)c(=O)c1C#N	6	-0.4	4.7	2	-2.5
52	CCN1CCc2c(sc(NC(=O)Nc3ccc(Cl)c(Cl)c3)c2C(N)=O)C1	-3	-1.8	-0.2	-7	-2.3
53	CC(=O)N/C(=C/c1ccc(OS(=O)(=O)c2ccc(C)cc2)cc1)C(=O)Nc1ccc(C(=O)O)cc1	0	0.8	i	-6	-4.3
54	CCCc1ccc2oc(C(=O)N(C)Cc3cnccn3)c(C)c2c1	0	-0.8	i	2	0.7
55	CCOc1ccc(NC(=O)c2ccc(NC(=O)c3ccc(CN4CCOCC4)cc3)cc2)cc1	18	0.8	-0.5	4	-2.3
56	C[C@@H]1CN([C@H](C)CO)C(=O)c2cc(Br)cnc2O[C@H]1CN(C)C(=O)c1ccccc1	8	x	-0.4	0	0.2

#	PfHsp40 rescue	Yp Topo-I inh	TcdB GH inh	BioA inh
49	0.3	8	0.8	-2.2
50	2.4	-6	-7.7	-5.0
51	0.9	11	0.3	x
52	0.8	1	-2.2	-12
53	0.4	-5	0.8	-0.9
54	1.8	17	1.3	0.3
55	-1.1	-2	1.9	x
56	x	-3	-3.0&-0.2&-1.9	9.9&8.7&14

Screens (PubChem)
